PKM2 act = increases activity of human pyruvate kinase M2; purified PKM2, Kinase-Glo ATP luminescence, activation; response scale: 0% is enzyme alone, no compound; P14618; Potency, µM (highest dose often 57.5 µM), without a hit: at the top dose activation, hits mostly activators; 260,000 tested, 0.34% active; AID 1631; also: potency is read from the fitted curve at half-maximal effect; % is scaled to controls: 0 for no effect and ±100 for the full control effect; nearly all actives have a fitted effect of over 55% in size
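Kinase-Glo luminescence reports ATP generated from ADP (0.1 mM) and PEP (0.5 mM) by purified hPK-M2 after 1 h at room temperature, pH 7.2 imidazole buffer; intermediate enzyme activity allows detecting inhibitors and activators.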
Coupling enz = counter-screen for Giardia aldolase inhibitors: coupling enzyme system. coupling enzyme system counterscreen, AmpLite Red fluorescence. activity change, negative = inhibition, % at 58.2 µM, hits read low. 290,000 tested, 0.67% active; in the data active = activity change below about -30%; also: % is scaled to controls: 0 for no effect and ±100 for the full control effect
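Final compound at 57.5 uM, incubated 10 min at RT with coupling enzyme reagent (glyceraldehyde-3-phosphate), then 20 min with substrate and AmpLite Red detection. Fluorescence read at 525/598 nm; tests interference with the coupling assay, not aldolase inhibition.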
Menin MLL FP TR = inhibitors of human menin-MLL interaction, mutant MLL peptide | O00255 | Menin + Texas Red MLL mutant peptide, fluorescence polarization | Potency, µM (highest dose often 61.6 µM), for the others: at the top dose FP activity change, negative = inhibition, hits mostly inhibitors | 270,000 tested, 0.23% active | AID 1768; active = well fitted inhibition curve with a large enough effect in the polarisation, with a control signal flat, not every such curve was filed as active; inconclusive = small, poorly fitted or top-dose-only effect, or effect the other way, or a change in a side signal; inactive = no such curve, though single readings can be large or run the other way; the % refers to the polarisation; also: potency is read from the fitted curve at half-maximal effect; % of control where 0% means no effect; many of its hits are not listed in these tables
Tb PFK inh = T. brucei PFK enzyme inhibition; T. brucei PFK, ADP-Glo luminescence; Potency, µM (titrated, usually from 57.5 µM), for inactives: at the top dose activity, negative = inhibition, hits mostly inhibitors; 330,000 tested, 0.17% active;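 also: potency is read from the fitted curve at half-maximal effect; 0% = uninhibited 1x PFK enzyme wells and -100% = no-enzyme wells; nearly all actives have a fitted effect of over 60% in size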
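PFK 1.25 nM, F6P 0.5 mM, ATP 0.1 mM, 0.1 M TEA pH 8.0, 5 mM MgCl2, 0.01% Tween20, 0.1% BSA; 45 min RT. ADP-Glo readout. qHTS titration up to 57 uM; curves fitted, compounds curve-classed.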
BCR signal inh = chronic active BCR signaling inhibition; 340,000 tested, 0.05% active; Potency, µM (titrated, usually from 46.1 µM), without a hit: at the highest dose ratio change, negative = lower green/red ratio, most hits filed as inhibitors; ABC-DLBCL IkBa-CBG/CBR reporter, luminescence ratio, 4 h; active = well fitted inhibition curve with a large enough effect in the signal ratio, with a control signal flat, not every such curve was filed as active; inconclusive = small, poorly fitted or top-dose-only effect, or effect the other way, or a change in a side signal; the % refers to the signal ratio;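 also: potency is read from the fitted curve at half-maximal effect; plate controls were basal doxycycline-induced cells for no effect and cells given 10 µM MG132 for full effect; MG132 reads +100%, hits lower the ratio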
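TMD8 ABC-DLBCL cells carrying doxycycline-inducible green luciferase fused to IkappaBalpha plus unfused red luciferase were exposed to compounds (up to 46 uM) for 4 hrs at 37C. Activity came from the overlap-corrected green/red luminescence ratio.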
TSG101-PTAP inh = blocks PTAP/TSG101 interaction to inhibit HIV-1 budding | Q99816 | Fluorescence polarization, FITC-PTAP peptide / Tsg101 binding | Potency, µM (titrated, usually from 115 µM), inactives show at the highest dose activity change, negative = inhibition, usual class: inhibitors | 340,000 tested, under 10 active | AID 493005; active = well fitted inhibition curve with a large enough effect in the main read-out, with a control signal flat, not every such curve was filed as active; inconclusive = small, poorly fitted or top-dose-only effect, or effect the other way, or a change in a side signal; inactive = no such curve, though single readings can be large or run the other way; also: potency is read from the fitted curve at half-maximal effect; % of control where 0% means no effect
Target sequence (Q99816 whole entry, looked up): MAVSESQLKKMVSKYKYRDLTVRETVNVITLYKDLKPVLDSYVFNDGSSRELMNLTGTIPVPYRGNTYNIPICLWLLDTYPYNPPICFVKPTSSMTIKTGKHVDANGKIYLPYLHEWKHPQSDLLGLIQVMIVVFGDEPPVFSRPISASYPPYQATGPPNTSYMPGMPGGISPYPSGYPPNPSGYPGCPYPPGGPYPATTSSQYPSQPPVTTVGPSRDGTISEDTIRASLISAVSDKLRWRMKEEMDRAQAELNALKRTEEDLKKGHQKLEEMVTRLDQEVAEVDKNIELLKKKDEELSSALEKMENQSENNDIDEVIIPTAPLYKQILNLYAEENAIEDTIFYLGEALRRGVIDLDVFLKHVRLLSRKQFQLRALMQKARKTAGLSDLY
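Compounds were pin-transferred onto Tsg101 binding domain (10 uM final) in HEPES pH 7.5 buffer, then FITC-PTAP peptide was added at 50 nM final. After 20 min at RT, polarization reported peptide displacement across a qHTS concentration series.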
B2AR arrestin = beta2AR (human) beta-arrestin recruitment activity | beta-arrestin recruitment to beta2AR, cell-based reporter | P07550 | 330,000 tested, 0.02% active | Potency, µM (series often up to 46.1 µM), for inactives: at the highest dose activation, actives largely listed as activators;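 also: potency is read from the fitted curve at half-maximal effect; 0% = DMSO controls and full agonism = EC100 isoproterenol or metaproterenol; nearly all actives have a fitted effect of over 65% in size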
S-ASM inh = inhibitors of human secretory acid sphingomyelinase | P17405 | placental ASM, HMU-PC fluorogenic substrate, 60 min | Potency, µM (titrated, usually from 57.5 µM), for the others: at the highest dose activity change, negative = inhibition, usual class: inhibitors | 340,000 tested, 0.006% active | AID 504937; also: potency is read from the fitted curve at half-maximal effect
Target sequence (P17405 47-631 limits assumed): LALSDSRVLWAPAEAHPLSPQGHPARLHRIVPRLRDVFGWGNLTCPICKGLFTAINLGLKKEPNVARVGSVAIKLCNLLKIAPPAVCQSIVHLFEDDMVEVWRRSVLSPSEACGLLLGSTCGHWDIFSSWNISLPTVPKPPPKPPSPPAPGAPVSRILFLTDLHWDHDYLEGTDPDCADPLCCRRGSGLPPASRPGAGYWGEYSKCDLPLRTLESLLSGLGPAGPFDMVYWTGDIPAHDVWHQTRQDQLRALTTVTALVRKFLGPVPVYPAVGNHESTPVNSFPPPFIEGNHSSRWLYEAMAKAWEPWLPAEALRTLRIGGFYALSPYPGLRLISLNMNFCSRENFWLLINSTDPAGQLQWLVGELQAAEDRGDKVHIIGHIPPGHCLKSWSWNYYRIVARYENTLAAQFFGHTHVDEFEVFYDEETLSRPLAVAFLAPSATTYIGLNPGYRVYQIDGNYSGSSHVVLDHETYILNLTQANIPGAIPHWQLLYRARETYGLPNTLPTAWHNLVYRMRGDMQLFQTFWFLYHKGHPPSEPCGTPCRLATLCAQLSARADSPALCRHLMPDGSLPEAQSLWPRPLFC
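qHTS format. ASM enzyme prepared from human placenta hydrolyses the fluorogenic substrate HMU-PC0 (9 uM final) over 60 min at 37 °C after a 10 min compound preincubation.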
GALK inhibitor = galactokinase (human) inhibition | P51570 | 270,000 tested, 0.007% active | Purified GALK, Kinase-Glo residual ATP luminescence | AID 1868 | Potency, µM (top dose mostly 57.5 µM), inactives show top-dose activity change, negative = inhibition, hits mostly inhibitors; also: potency is read from the fitted curve at half-maximal effect; % is scaled to controls: 0 for no effect and ±100 for the full control effect
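Compounds were pin-transferred into ATP buffer (35 uM final), then GALK plus galactose (5 nM, 100 uM final) was added. After 1 h at room temperature, Kinase-Glo Plus was added and luminescence read after 10 min.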
Integrin act MD = activates integrin-mediated alleviation for muscular dystrophy; alpha7betagal myoblasts, beta-gal FDG fluorescence, 48 h; Potency, µM (highest dose often 38.3 µM), for the others: at the top dose activation, usual class: activators; 350,000 tested, 0.064% active; AID 624291;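 also: potency is read from the fitted curve at half-maximal effect; 100% = response of the positive control SU9516; nearly all actives have a fitted effect of over 60% in size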
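alpha7betagal+/- myoblasts (passage 13, 250/well) treated 48 h at 37C with compounds at 1:260 dilution of DMSO stock. Lysed, then beta-galactosidase activity read as FDG fluorescence (ex 480/em 540) after 30 min, with pre-read for autofluorescence.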
Giardia killer = Giardia lamblia killing; Giardia lamblia trophozoite viability; activity change, % at 7.66 µM, hits read low; 340,000 tested, 0.15% active; in the data active = activity change below about -80%; inconclusive = between about -30% and that limit;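 also: parasites exposed to compound for two days anaerobically before the ATP read; % is scaled to controls: 0 for no effect and ±100 for the full control effect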
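Media and compound were dispensed first, then trophozoites at 100 cells/well; plates sat 48 hrs at 37 deg C without oxygen before ATP luminescence reagent was added and read after 15-30 min at room temperature.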
Active calls of the source: *; ? = inconclusive; . = no result given; [ ] = dose if it differs, or a comment. Unless noted, calls follow the shape of the dose curve; as a rule, active = well fitted curve in the direction sought with a large enough effect; inconclusive = small, poorly fitted or top-dose-only effect, or another doubt; inactive = no such curve, though single readings can be large; an effect the other way counts as inactive or inconclusive. An excerpt (hit frequency here may not be typical).

SMILES	PKM2 act	Coupling enz	Menin MLL FP TR	Tb PFK inh	BCR signal inh	TSG101-PTAP inh	B2AR arrestin	S-ASM inh	GALK inhibitor	Integrin act MD	Giardia killer
CCCC(=O)N(Cc1cc(=O)[nH]c2ccccc12)c1ccccc1C	.	4	?	4%	-4%	-3%	-0.7%	-6%	.	4%	4
O=[N+]([O-])c1ccccc1S(=O)(=O)NCCSc1ccccc1	-3%[11.5 µM]	1	?	2%	1%	-9%	-0.3%	-1%	-9%	-1%	?
O=C(CCc1nc2ccccc2c(=O)[nH]1)Nc1ccc(F)cc1	0%	0	4%	-18%	1%	-5%	0.1%	0%	0%	-12%	4
Cc1cc(C(=O)CN2C(=O)c3cccc(N)c3C2=O)c(C)n1Cc1cccs1	0%	4	-25%	-3%	-21%	-5%	-1.5%	406%[activator]	0%	-3%	-22
Brc1cccc(-c2nnc3sc(CN4CCC5(CC4)OCCO5)cn23)c1	5%	0	-1%	0%	-2%	-1%	-0.1%	-1%	-1%	-9%	3
CCOc1ccc(S(=O)(=O)N2CCC(C(=O)NCc3ccccc3CN3CCCC3)CC2)cc1	.	.	.	-8%	7%	0%	-0.1%	-2%	.	?	-19
Cc1nn(CC(=O)NC2C(=O)N3C(C(=O)O)=C(CSc4nnnn4C)CSC23)cc1Br (stereo not drawn)	4%	0	1%	-9%	0%	0%	0.8%	2%	5%	3%	-8
N#CC1(NC(=O)CN2c3cccc4cccc(c34)S2(=O)=O)CCCCC1	.	.	.	1%	?	-1%	0.0%	38%	.	7%	4
CC(C)CNC(=S)NC(=O)c1ccc(Cl)cc1	0%	-5	8%	-6%	?	-2%	-4.0%	-1%	1%	-23%	-8
CC1=C(C(=O)Nc2ccccc2)C(c2ccc(C(C)C)cc2)N2C(=O)CSC2=N1 (stereo not drawn)	4%	2	3%	4%	3%	?	0.0%	1%	1%	1%	-3
Cc1cccc(N2CN(Cc3ccco3)CNC2=S)c1C	5%	5	-2%	5%	2%	0%	0.3%	-2%	2%	21%	-2
Cc1ccc(-c2noc(C3CCCN(C(=O)c4cccc(F)c4)C3)n2)cc1 (stereo not drawn)	-5%	-3	-27%	1%	-3%	-2%	0.0%	-10%	-6%	-45%	0
CC1CN(C(=O)COC(=O)/C=C/c2ccc(C(F)(F)F)cc2)CC(C)O1 (stereo not drawn)	.	.	.	-10%	1%	0%	-2.2%	4%	.	-6%	?
CC(C)(C)NC(=O)c1nc2nc(-c3ccccc3)cc(C(F)(F)F)n2n1	-2%	6	-9%	0%	-2%	-1%	-1.5%	-2%	2%	23%	-11
CC(C)Cn1c(=O)c2c(nc3n2CCCN3CCc2ccccc2)n(C)c1=O	3%	-3	-15%	0%	?	0%	0.3%	-13%	-1%	0%	11
O=C(Nc1nnc(C2=COCCO2)o1)c1cccc(F)c1	-2%	.	.	4%	?	-7%	0.4%	4%	-1%	-16%	?
CC1(C)C(N(O)C(=O)Nc2ccccc2)N(c2cccc(Cl)c2)C(=O)N1O (stereo not drawn)	1%	-1	-5%	2%	0%	-3%	0.2%	1%	-1%	26%	11
FC(F)(F)c1ccc(Oc2ccc3ccccc3c2Br)nc1	-10%	-3	-1%	1%	?	-2%	-0.2%	-11%	3%	-31%	-10
COCCn1c(CN2CCC(Cc3ccccc3)CC2)nc2c1c(=O)n(C)c(=O)n2C	-5%	1	-16%	-9%	7%	-6%	-0.1%	3%	-1%	-32%	-5
CCCCOc1ccc(C(=O)NCC(=O)N2CCN(C(=O)c3ccco3)CC2)cc1	.	.	.	-1%	-2%	-7%	-1.7%	-3%	.	15%	6
O=C(COC(=O)CNC(=O)c1ccccc1F)Nc1ccc2c(c1)OCO2	.	.	.	-2%	-2%	0%	-1.2%	1%	.	-13%	-3
CCOCc1nnc(NC(=O)COc2ccc3c(c2)OCO3)s1	.	0	2%	-4%	?	0%	-0.2%	31%[activator]	-3%	-15%	-2
COc1cccc(C2CC(c3ccc(Br)cc3)=NN2C(=O)c2ccncc2)c1OC (stereo not drawn)	-16%	5	1%	-3%	?	-10%	-0.8%	-6%	-3%	-33%	-7
O=C(NCc1nc2ccccc2[nH]1)C1=C[C@H](C2CCCCC2)C[C@H](OCc2ccc(CO)cc2)O1	-1%	-6	-13%	4%	4%	-3%	3.7%	-14%	-1%	-38%	-9
Clc1cccc(-c2ccc(/C=N/n3cnnc3)o2)c1	-10%	-1	-11%	-3%	?	-8%	6.8%	-3%	0%	20%	-1
NC(=O)COC(=O)c1ccc(Cl)c(S(=O)(=O)N2CCCCCC2)c1	3%	1	-2%	-3%	-25%	-1%	0.1%	-4%	-1%	-12%	-6
CC(C)Cc1nnc(NC(=O)CCC(=O)N2CCN(c3ccccc3F)CC2)s1	-8%	-1	?	1%	0%	-6%	0.5%	2%	7%	2%	3
C=CCn1c(SCC(=O)NC(=O)NC2CCCC2)nnc1C1CCCCC1	5%	4	2%	-2%	17%	1%	-0.3%	-1%	-3%	-16%	0
Cc1noc(C)c1C(=O)Nc1ccc(F)cc1F	4%	2	-1%	2%	11%	-2%	-0.1%	0%	0%	-2%	6
Cc1cc(=O)oc2c(C)c(OCC(=O)NCCc3ccc(S(N)(=O)=O)cc3)ccc12	1%	-5	-17%	5%	8%	-6%	0.3%	-1%	-4%	-26%	-7
CCCS(=O)(=O)c1c(S(=O)(=O)CCC)c2ccc(C(N)=O)cn2c1C(=O)c1ccc(F)cc1	6%	1	14%	-6%	1%	-1%	-0.3%	-1%	3%	-17%	1
CCN(CC)C(=O)Cc1c(O)c2ccccc2[nH]c1=O	-1%	-2	.	1%	2%	-3%	1.1%	-1%	-3%	-31%	5
CC(C(=O)NCCSCc1cccc(Cl)c1)N(c1ccccc1)S(C)(=O)=O (stereo not drawn)	.	-3	?	-6%	1%	0%	-0.4%	-5%	-7%	14%	2
OC[C@H]1OC(O)[C@@H](O)[C@@H](O)[C@@H]1O (stereo partly drawn)	.	-1	4%	0%	2%	-6%	0.3%	5%	.	.	-9
CN1CCC(=NNC(=O)C(=O)NCc2ccccc2)CC1	0%	2	26%	-3%	-1%	-4%	-0.1%	0%	-1%	-17%	27
COc1cccc(-c2c(-c3cc(OC)cc(OC)c3)n(C)c3ccc(-c4ccc5[nH]ccc5c4)cc23)c1	.	.	.	-1%	5%	1%	-1.3%	8%	.	22%	-3
COc1cccc(C2CC(=O)N3CN(c4cccc(Cl)c4C)CSC3=C2C#N)c1OC (stereo not drawn)	-45%	-14	?	-7%	?	-4%	0.0%	6%	4%	-1%	11
COc1ccccc1NC(=O)c1ccc(NS(=O)(=O)c2ccc(F)c(F)c2F)cc1	-11%	1	?	8%	3%	-3%	-0.4%	-7%	-3%	-21%	20
Cc1cc(C(=O)NC2CCC(O)CC2)c(C)o1 (stereo not drawn)	.	.	.	1%	-4%	-2%	-0.2%	5%	.	-14%	4
Cc1noc2ncnc(Sc3ccccc3Cl)c12	-10%	0	.	0%	-12%	-1%	6.9%	-1%	-6%	-54%[inhibitor]	14
O=C(Cn1c(-c2cscn2)nc2ccccc21)Nc1ccc2ccccc2c1	1%	7	?	-5%	?	-6%	-0.1%	-11%	-2%	-37%	1
Nc1nnnn1/N=C/c1cc(Cl)cc(Cl)c1O	-11%	2	11%	1%	-1%	?	-0.9%	-1%	1%	-15%	-4
Cc1oc2c(CN3CCOCC3)c(O)ccc2c(=O)c1-c1ccccc1	-2%	0	-13%	-1%	?	0%	0.5%	15%	-2%	?	6
C=CCC1NS(=O)(=O)OC2CCCCC12 (stereo not drawn)	1%	-3	10%	0%	1%	-3%	-0.9%	-1%	.	0%	-23
O=C(Cn1cc(C(F)(F)F)ccc1=O)Nc1ccc2c(c1)OCCO2	.	.	.	0%	5%	-1%	-0.2%	-2%	.	3%	9
CC1(C)CC(=O)c2sc(NC(=O)C3COc4ccccc4O3)nc2C1 (stereo not drawn)	-3%	2	10%	3%	30%	-1%	0.4%	-1%	0%	-5%	-1
Cc1cc(C)cc(NC(=O)C2CCCN(c3nc(C)cc(C)n3)C2)c1 (stereo not drawn)	0%	1	1%	-3%	0%	.	0.0%	-2%	2%	-10%	11
